Screening data deposited in PubChem BioAssay by several laboratories.
PMI inhibition: human PMI inhibitors, high substrate, primary screen, biochemical, fluorescence intensity, high mannose 6-phosphate (AID 1220). Mannose-6-phosphate isomerase (Homo sapiens). recombinant PMI enzyme, coupled fluorescence intensity; higher % means a stronger effect. inhibition, % at 20 µM; hits with a dose series show IC50 in µM. hit rate 0.66% among 190,000
WT yeast gro inh: growth inhibition of WT strain, primary screen, mitochondrial fusion inhibitor project, WT and mutant strains, chemical genetic. mitochondrial fusion phenotypic screen. inhibition, % at 10 µM. hit rate 2.1% among 190,000. AID 1362, 2008; in the data active = inhibition above about 58%; tested in S. cerevisiae
Dynein cargo inh: inhibitors of GR-EGFP nuclear translocation, primary screen, dynein cargo transport inhibitor project, imaging, high-content, 3617.4 mouse cells. AID 1381, 2008. test concentration mostly 20 µM; stimulated with dexamethasone, 1 µM; active compounds read low. z-score, hits read low. hit rate 0.47% among 220,000;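 active = plate z-score of nuclear minus cytoplasmic receptor signal below a set negative limit, without overly bright fluorescence or cell loss, cut at about -3.5 in these data, passing the limit was not always enough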;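 also: z-score of nuclear minus cytoplasmic ring GR-EGFP intensity difference per well; some compounds called inactive have numbers as strong as hits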
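medium = tetracycline-free induction medium containing charcoal-stripped FBS | probe or stimulus = dexamethasone, 1.0 µM final | timing = 48 h induction, then 1 h compound, then 30 min agonist, 37 °C | detection = automated 10x imaging of fixed Hoechst-stained cells | read-out basis = nuclear versus cytoplasmic GR-EGFP signal, averaged per well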
b-catenin transl: modulators of beta-catenin nuclear translocation, primary screen, imaging, HeLa cells, immunofluorescence, high-content; nuclear translocation activity, % at 5 µM; AID 1665, 2009; hit rate 0.3% among 190,000;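 active = nuclear translocation activity above 50% at 5 µM, with a well cell count of 50 or more; inconclusive = wells under 50 cells across six images, flagged as toxic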;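 also: per-cell ratio of nuclear to cytoplasmic median beta-catenin stain intensity; plate controls were DMSO negative control for no effect and GSK-3 inhibitor IX positive control for full effect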
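Signal – beta-catenin immunofluorescence imaging with DAPI · Test system – human HeLa cell line · Dosing – 5 µM primary single dose, 0.1% DMSO, 0.02–20 µM confirmation series · Measure – % activation, nuclear-to-cytoplasmic median beta-catenin signal ratio per cell · Incubation – 24 h compound exposure at 37°C, 5% CO2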
MT stabilize HCS: microtubule stabilizers in HeLa cells, primary screen, imaging, high-content imaging. HeLa tubulin immunostaining HCS, 24 h; share of cells brighter than vehicle mean+2SD. % tubulin-high responders, % at 10 µM. hit rate 0.83% among 200,000. AID 2205, 2009;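 active = plate Z-score above 3 for both tubulin-high and condensed-nucleus cell shares, with cell loss under 80%, at 10 µM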;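 also: anti alpha tubulin signal scored within the nucleus-defined area of each cell; some results filed as inactive read as strong as hits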
Ins promoter up: insulin promoter activators in MIN6 cells, imaging, high-content screening, mouse beta cells; MIN6 insulin promoter-GFP reporter; active compounds read high; z-score at 5 µM; hit rate 0.3% among 190,000; AID 1625, 2009;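 active = z-score above 3 at 5 µM with at least 500 cells counted in the well; inconclusive = wells under 500 cells, flagged as cytotoxic or low count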
Yfh1-off respiration: enhancers of respiration in Yfh1-depleted yeast, dose response, Friedreich's ataxia, plus single-dose screen (AID 1465) | fold induction at 50 µM, or EC50 in µM where a hit was titrated | S. cerevisiae Yfh1-off respiration, WST-1 reduction, 72 h; higher fold induction means a stronger effect | hit rate 0.074% among 220,000;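 active = fold induction of absorbance versus untreated yeast above a set limit, then at least 30% activation at any dose in follow-up; inconclusive = repeats straddling the limit, or above it without dose testing; inactive = fold induction below the set limit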;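 also: activators that raise dye reduction in frataxin-depleted yeast; strong numbers were not always called active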
Autophagy HCS: autophagy modulators in MEF cells, primary screen, imaging, high-content, MEF GFP-LC3; calls only at 10 µM (by protocol); MEF GFP-LC3 puncta imaging; test concentration mostly 10 µM; AID 463193, 2010; hit rate 0.98% among 190,000;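 active = percentage of spot-positive cells more than 3 SD above its plate mean, without a fluorescence outlier flag or 80% toxicity; inconclusive = no clear call, values can overlap the other calls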;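 also: spot-positive cell cutoff set from DMSO-treated cells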
human PMI inhibition: inhibitors of human PMI, primary screen, biochemical, fluorescence intensity, coupled assay (AID 1209) | Mannose-6-phosphate isomerase (Homo sapiens) | purified PMI enzyme, coupled fluorescence intensity; higher % means a stronger effect | inhibition, % at 20 µM; hits with a dose series show IC50 in µM | hit rate 0.42% among 190,000;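 also: plate controls were DMSO vehicle for no effect and wells lacking substrate for full effect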
WT yeast gro inh mutant strain: recorded beside WT yeast gro inh, whose call it bears; inhibition, %; mitochondrial fusion phenotypic screen, mutant strain inhibition
Dynein cargo inh cytoplasmic EGFP: further read-out of Dynein cargo inh, marked with its call; z-score; measured here: cytoplasmic GR-EGFP intensity; active compounds read high
Dynein cargo inh nuclear GR-EGFP: further read-out of Dynein cargo inh, marked with its call; z-score; measured here: nuclear GR-EGFP intensity;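 lower value marks the stronger effect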
Dynein cargo inh cell count: recorded beside Dynein cargo inh, whose call it bears; z-score; measured here: cell count per field
Ins promoter up cell count: further read-out of Ins promoter up, marked with its call; cell count; measured here: cytotoxicity, nuclei count;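 total cells summed across four imaged fields per well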
b-catenin transl cell count 5 µM: second read-out of b-catenin transl, no call of its own (marks repeat the call); cell count; measured here: cell count, cytotoxicity flag
MT stabilize HCS Hoechst-high %: further read-out of MT stabilize HCS, marked with its call; % Hoechst-high responders; measured here: nuclear condensation Hoechst responders;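 share of cells brighter than vehicle mean plus two SD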
MT stabilize HCS cytotoxicity %: also measured in MT stabilize HCS; calls as there; toxicity, %; measured here: cytotoxicity by cell density;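 0% = mean cell density of plate MIN control wells and 100% = no cells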
Autophagy HCS cell loss 18 h: further read-out of Autophagy HCS, marked with its call; toxicity, %; measured here: cell loss, nuclei count;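 cell loss after 18 h compound exposure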
Active calls of the source: *; i = inactive; ? = inconclusive; · = no result given; + = active, no number. Rule as the data show it, unless noted: active = inhibition above about 50%; inactive = the rest.

SMILES	PMI inhibition	WT yeast gro inh	WT yeast gro inh mutant strain	Dynein cargo inh	Dynein cargo inh cytoplasmic EGFP	Dynein cargo inh nuclear GR-EGFP	Dynein cargo inh cell count	b-catenin transl	b-catenin transl cell count 5 µM	MT stabilize HCS	MT stabilize HCS Hoechst-high %	MT stabilize HCS cytotoxicity %	Ins promoter up	Ins promoter up cell count	Yfh1-off respiration	Autophagy HCS	Autophagy HCS cell loss 18 h	human PMI inhibition
Cc1ccc(C)n1-c1ncc(Br)cn1	3%	-11	19	-1.2	-0.37	0.14	1.2	-5.1	1026	3.0	3.3	3.1	0.28	1759	i	i	2	0%
CC(C)N1C(=O)CC(Nc2ccc(N3CCOCC3)cc2)C1=O (stereo unspecified)	2%	-11	-62	1.1	-0.17	0.39	-0.39	-2.7	991	2.0	1.9	5.1	·	·	i	i	-12	7%
Nc1nonc1-c1nc2ccccc2n1CC(=O)N1CCCCC1	8%	-11	0	1.1	-0.19	1	-0.23	-2.9	1029	2.9	1.2	5.5	0.65	1101	i	i	-7	-1%
Cc1c(N=C2N=C(NC(=O)c3cccs3)c3ccccc32)c(=O)n(-c2ccccc2)n1C	-5%	24	19	-0.93	8.3	1.4	0.44	-7.3	1058	6.6	1.6	9.9	·	·	i	+	-5.3*	-3%
Cc1ccc(CN2CCNC(=O)C2CC(=O)N2CCN(c3ncccn3)CC2)o1 (stereo unspecified)	0%	-15	8	0.0079	-0.18	-0.27	0.02	-0.8	1472	5.8	1.1	7.1	0.43	1366	i	i	-2	0%
Cc1cc(C(F)F)n2nc(C(=O)Nc3ccc(S(=O)(=O)N4CCCCCC4)cc3)nc2n1	·	-14	-4	0.26	-0.22	0.36	-0.56	·	·	1.7	1.7	6.0	·	·	i	i	5	·
O=C(NCC(=O)N(Cc1cccs1)C(C(=O)NC1CCCCC1)c1ccco1)c1cccs1 (stereo unspecified)	0%	-9	-4	-1.1	-0.24	-0.55	0.44	-0.2	1208	3.1	1.2	5.5	·	·	i	i	-1	7%
Cc1cccc2cc(CNC3CCCC3)c(Cl)nc12	6%	-4	-6	-0.45	-0.28	0.084	0.45	1.9	921	1.2	0.8	4.2	·	·	i	i	-24	4%
O=C(NC1C2CC3CC(C2)CC1C3)C1CC1 (stereo unspecified)	6%	-12	2	2.4	-0.24	0.63	-1.5	0.2	965	4.2	1.4	7.8	-0.3	1128	i	i	3	9%
Cn1c(SCCOc2ccccc2Cl)nnc1-c1ccncc1	13%	-10	-9	-0.58	-0.19	-0.93	0.61	·	·	3.7	1.9	5.4	-0.58	1243	i	i	-9	11%
CCn1cc(C(=O)N2CC=C(c3ccccc3)CC2)c(=O)c2ccc(C)nc21	25%	-7	-6	-0.06	-0.012	0.17	-0.25	-2.5	1100	2.6	1.6	5.4	·	·	i	i	7	-2%
CCN(CC)CCN1C(=O)c2oc3ccccc3c(=O)c2C1c1cccc(Br)c1 (stereo unspecified)	9%	-2	14	0.54	-0.14	0.27	-0.59	-1.6	952	1.5	1.1	7.7	·	·	i	i	-1	0%
COc1ccc(-c2ccc3c(N)c(C(=O)c4ccc(OC)c(OC)c4)sc3n2)cc1	-80%	-18	-56	0.11	1.3	0.43	0.62	·	·	2.6	1.8	2.5	·	·	i	+	-6.1*	-34%
Cc1cc(C)c2c(N)c(C(=O)c3ccc(Cl)cc3Cl)sc2n1	6%	2	13	0.71	0.12	0.61	0.36	-0.1	865	4.1	2.5	9.6	-0.67	1314	i	i	-13	4%
COc1ccc(C(c2nnnn2CS(=O)(=O)c2ccc(C)cc2)N2CCN(c3ncccn3)CC2)cc1 (stereo unspecified)	14%	-3	4	0.14	-0.22	-0.0021	-1.4	-1.9	1139	4.2	1.7	6.7	·	·	i	i	-2	17%
CC(=O)c1ccc(N(C)C)cc1	0%	-1	-4	-0.32	-0.26	0.023	0.017	·	·	1.6	1.5	2.5	0.83	861	i	i	-2	0%
COc1ccc(NCC(=O)Nc2ccccc2C#N)cc1Cl	7%	-1	15	0.24	-0.19	0.55	0.66	-4.6	1181	1.4	0.9	4.8	0.53	918	i	i	-13	8%
Nc1cc(N)nc(SCC(=O)N2CCN(S(=O)(=O)c3ccccc3)CC2)n1	·	·	·	0.43	-0.83	-0.11	-0.31	0.4	1347	·	·	·	-0.24	1175	i	·	·	·
CCc1ccccc1NC(=O)CN1CCC(NC(=O)COC)CC1	-3%	9	21	-0.48	-0.21	-0.12	0.66	-4.8	951	1.4	1.3	8.9	0.35	1496	i	i	39	-12%
Cc1cc(/C(N)=N/OC(=O)Nc2cccc(C(F)(F)F)c2)no1	·	·	·	-0.12	-0.32	-0.47	1.3	2.5	1072	·	·	·	-1.2	1386	i	·	·	·
O=C(c1ccco1)N1CCN(S(=O)(=O)Cc2ccc(Cl)cc2)CC1	-6%	-4	-7	0.79	-0.23	0.41	0.24	-2.7	1185	2.3	1.3	1.2	0.19	1196	i	i	-9	-1%
CCOc1c(Cl)cc(CNCc2ccccn2)cc1OC	4%	-22	-15	-0.49	-0.34	-0.096	1.2	-2.0	1009	3.3	1.8	11	-1.5	1560	i	i	21	-2%
CSCc1ccc(C(=O)NCc2ccc(C)cc2)cc1	5%	-3	-24	-0.23	-0.22	0.64	-0.16	·	·	3.5	3.2	5.4	0.13	1388	i	i	-58	8%
COCc1cc(S(=O)c2ccc(Cl)cc2)nc(C)n1 (stereo unspecified)	-7%	3	4	-4.5*	1.7*	-2.6*	0.13*	0.8	1421	5.9	2.3	7.6	1.6	1217	?	i	15	15%
CCCC1CC(C)(c2csc(Nc3ccc(OCC)cc3)n2)OC1=O (stereo unspecified)	18%	69*	32*	-0.29	-0.28	-0.57	0.24	1.4	1166	3.3	1.2	2.5	?	·	i	i	24	15%
Cc1ccsc1C=Nc1ccc(O)cc1	45%	14	-9	-0.89	-0.21	-0.31	1.4	-2.7	934	2.4	2.1	9.4	0.14	1538	i	i	10	40%
N#CC1=C(S)N(c2ccccc2)C(c2ccc(-c3ccccc3Cl)o2)NC1=O (stereo unspecified)	-40%	-5	-5	-1.6	-0.075	-0.85	0.94	0.6	547	3.6	2.3	9.1	0	1263	i	i	-5	-26%
O=C(N/N=C/c1ccc2c(c1)OCO2)C(=O)Nc1ccccc1	·	·	·	0.68	-0.29	0.5	0.0033	1.8	1282	·	·	·	-0.31	1096	i	·	·	·
CC1Oc2ccccc2C=C1/C=N/Nc1ccc(C(=O)O)cc1 (stereo unspecified)	·	·	·	-0.58	-0.17	0.14	0.48	-1.2	1343	·	·	·	-0.05	1079	i	·	·	·
CCC(=O)N1CCc2cc(S(=O)(=O)Nc3ccc4c(c3)OCCO4)ccc21	0%	1	15	0.2	-0.25	0.73	0.044	0.5	1104	1.4	1.6	1.1	-0.63	747	i	i	-4	2%
Cc1cc(OCC(=O)Nc2ccc(S(=O)(=O)N3CCN(C)CC3)cc2)cc(C)c1Cl	8%	16	10	3.2	0.098	2.9	-2.7	·	·	15	18	97	-1.1	1280	i	i	10	19%
Cn1c(SCC(=O)Nc2ccccc2F)nnc1-c1cccnc1	8%	4	-5	2.4	9.9e-05	1.6	-1.5	-0.2	1095	2.6	2.3	12	-1.3	2071	i	i	-13	9%
CC(=O)Nc1ccc(S(=O)(=O)N(Cc2ccccc2)C(C)C)cc1	3%	-10	7	-0.74	-0.21	-1.1	0.17	-0.5	1354	2.0	1.3	8.5	-0.47	1644	i	i	18	11%
OC1CCCN(Cc2ccccc2)C1 (stereo unspecified)	-12%	5	11	-1	-0.0051	-0.71	1.3	·	·	3.5	2.3	4.9	-0.41	904	i	i	-42	-10%
COc1ccc([N+](=O)[O-])cc1N(CC(=O)NCC1CCCO1)S(C)(=O)=O (stereo unspecified)	11%	1	10	1.5	-0.29	0.81	0.45	-2.2	509	4.6	2.1	0.7	-0.05	1226	i	i	17	7%
CCOC(=O)C1=C(C)Nc2sc(C(=O)c3ccc(Br)cc3)c(N)c2C1c1ccc(C(=O)OC)cc1 (stereo unspecified)	8%	32	6	0.38	-0.18	0.32	0.17	·	·	2.2	1.6	11	·	·	i	i	-10	9%
Cc1nn(Cc2ccc(F)cc2)c(C)c1NC(=O)c1cnn2c1NC(c1cccs1)CC2C(F)(F)F (stereo unspecified)	9%	2	-26	-0.4	-0.39	-0.14	0.87	-1.7	1067	2.4	1.7	6.7	-0.15	874	i	i	-9	12%

Quoted from the listing.
Entry for Cc1ccc(CN2CCNC(=O)C2CC(=O)N2CCN(c3ncccn3)CC2)o1 (stereo unspecified) in WT yeast gro inh mutant strain: 8
Entry for CC(C)N1C(=O)CC(Nc2ccc(N3CCOCC3)cc2)C1=O (stereo unspecified) in Dynein cargo inh nuclear GR-EGFP: 0.39
